Assay outcomes from PubChem.
HDAC3 inh: blocks human histone deacetylase 3 | inhibition, % at 8.3 µM | O15379 | actives 0.15% (n = 320,000) | recombinant HDAC3, fluorogenic peptide/trypsin coupled, fluorescence; in the data active = inhibition above about 26%, passing the limit was not always enough; inconclusive = no clear call, values can overlap the other calls
Target sequence (O15379 whole entry, looked up): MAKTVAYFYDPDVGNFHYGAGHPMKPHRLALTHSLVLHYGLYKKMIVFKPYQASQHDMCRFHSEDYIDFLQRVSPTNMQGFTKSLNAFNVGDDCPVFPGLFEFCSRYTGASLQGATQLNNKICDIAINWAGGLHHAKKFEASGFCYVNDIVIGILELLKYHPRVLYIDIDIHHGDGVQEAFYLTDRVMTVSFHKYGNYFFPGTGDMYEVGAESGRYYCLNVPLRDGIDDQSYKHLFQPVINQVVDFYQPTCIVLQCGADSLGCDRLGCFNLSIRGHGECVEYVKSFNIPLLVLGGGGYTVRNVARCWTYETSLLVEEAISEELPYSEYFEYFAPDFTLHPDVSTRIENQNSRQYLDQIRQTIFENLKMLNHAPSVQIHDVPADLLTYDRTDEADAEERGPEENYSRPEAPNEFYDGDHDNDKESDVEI
GSK3beta inhib: inhibitors of human GSK3beta kinase; GST-GSK3beta kinase, ADP-Glo luminescence, 60 min; hits give low values; activity score (negative = inhibition), % at 10 µM; actives 0.038% (n = 300,000);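 active = more than half of replicate wells score below -50%, meaning over 50% inhibition versus plate controls; inconclusive = some replicates but at most half score below -50%; inactive = no replicate scores below -50%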;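 also: 0% = median DMSO wells and -100% = median GW8510 positive control wells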
Target sequence (P49841 whole entry, looked up): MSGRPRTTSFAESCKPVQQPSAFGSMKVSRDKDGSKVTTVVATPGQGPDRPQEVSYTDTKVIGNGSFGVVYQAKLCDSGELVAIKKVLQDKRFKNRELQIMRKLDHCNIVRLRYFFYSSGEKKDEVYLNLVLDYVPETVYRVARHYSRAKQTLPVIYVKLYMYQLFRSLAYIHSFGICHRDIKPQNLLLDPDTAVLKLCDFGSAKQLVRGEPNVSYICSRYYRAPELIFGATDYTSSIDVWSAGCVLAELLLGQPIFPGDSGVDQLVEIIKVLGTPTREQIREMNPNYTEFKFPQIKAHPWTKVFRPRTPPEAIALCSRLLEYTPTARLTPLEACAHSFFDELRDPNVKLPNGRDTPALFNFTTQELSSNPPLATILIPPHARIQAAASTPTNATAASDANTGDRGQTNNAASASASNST
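Assay system: GST-tagged human GSK3beta kinase, cell-free; Input: 1.6 ng GSK3beta; Medium: Tris/MgCl2 kinase buffer; Timing: 60 min enzyme reaction, room temperature; Signal: ADP-Glo luminescence quantifying ADP generated by kinase; Evaluation: score relative to plate controls; Benchmarks: DMSO neutral wells and GW8510 at 20 µM as positive.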
Platelet DG rel: platelet dense granule release activity | human platelet-rich plasma, SFLLRN dense granule ATP release, luminescence | inhibition, %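 (compounds screened at 7.5 µM in platelet-rich plasma)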 | actives 0.22% (n = 300,000);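 active = mean replicate score, as percent of positive control, at or above 50; inconclusive = mean below 50 but at least one replicate at or above 50; inactive = mean and every replicate below 50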
HSF-1 act: increases HSF-1 driven luciferase reporter signal; actives 1.7% (n = 300,000); NIH3T3-HGL HSF-1 luciferase reporter, MG132, 8 h; 100% = twice DMSO control signal; AID 504408; activation, % at 9 µM;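 active = mean replicate activation of at least 50% with a set share of replicates each reaching 50%; inconclusive = only one of those two conditions met; inactive = mean below 50% and too few replicates reaching it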;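 also: 0% = median of the neutral control wells and 100% = twice that signal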
DYRK1A inh: inhibitors of rat Dyrk1A kinase; Q63470; ADP-Glo luminescence, NFATc1 peptide; inhibition, % at 12.5 µM; actives 0.43% (n = 310,000); AID 504441; in the data active = inhibition above about 50%;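 also: plate controls were vehicle with enzyme for no effect and no enzyme for full effect; many of its hits are not listed in these tables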
GSK3 alpha inh: blocks human GSK-3 alpha kinase | P49840 | ADP-Glo luminescence, 60 min | inhibition, % at 10 µM | actives 0.1% (n = 320,000) | AID 2650;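 in the data active = inhibition above about 50%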;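 also: GST-tagged GSK-3 alpha with peptide substrate and 25 µM ATP; 0% = DMSO neutral wells and 100% = GW8510 positive control wells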
HSP90 inh: HSP90 refolding inhibition in rabbit reticulocyte lysate; luciferase refolding luminescence, 3 h; inhibition, % at 5.6 µM; actives 0.91% (n = 290,000);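 active = inhibition above the screen-wide mean plus 3 SD, computed separately per campaign, cut at about 16% in these data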;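 also: 0% = DMSO wells and 100% = 60 µM geldanamycin wells; inhibitors lower the luminescence because luciferase stays unfolded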
PolyA inhibitor: inhibitors of polyadenylation in S. cerevisiae; S. cerevisiae SKY197-pL101 polyadenylation reporter, beta-gal luminescence; efflux-impaired pdr1/pdr3 knockout yeast; score 100 = 6 SD above DMSO; calls only at 12 µM; AID 1875; actives 0.02% (n = 300,000);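 active = lowest replicate activity score at least 50, where 100 means six control SD above control mean; inconclusive = lowest score under 50 but half or more replicates reach 50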;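 also: yeast exposed to compound for 9 h at 30 °C; higher score means more reporter readthrough which indicates perturbed polyadenylation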
HSF1 inhib: HSF1 inhibition; NIH3T3-HGL HSE-luciferase, MG132-induced, luminescence 8 h; hits give low values; activity change, negative = inhibition, % at 7.5 µM (by protocol); actives 0.77% (n = 300,000);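 active = more than half of replicate wells show activity change below -50%, luminescence cut by over half; inconclusive = some wells, but at most half, below -50%; inactive = no replicate well below -50%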;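 also: luciferase reports HSF-1 transcriptional activity via heat shock element; 0% = median of DMSO wells and -100% = zero luminescence signal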
AI-2 QS modul: modulators of Vibrio harveyi AI-2 quorum sensing system | Vibrio harveyi JMH597 AI-2 luminescence/OD600 ratio, 9 h; hits give low values; strain lacks LuxN and CqsS sensors; 0 = neutral-control median | activity change, % at 7.5 µM | actives 0.4% (n = 300,000) | AID 2094; in the data active = activity change below about -75%, passing the limit was not always enough; inconclusive = no clear call, values can overlap the other calls;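 also: luminescence divided by OD600 gain over 9 h not by final OD600 alone; inactives centre near 13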
An asterisk follows results filed as active; i = inactive; ? = inconclusive; / = not tested or not shown. The list is partial; the hit share may differ from the screen's.

SMILES	HDAC3 inh	GSK3beta inhib	Platelet DG rel	HSF-1 act	DYRK1A inh	GSK3 alpha inh	HSP90 inh	PolyA inhibitor	HSF1 inhib	AI-2 QS modul
Cc1cccc(N2C(=O)CC(Sc3nc(C)cc(C)n3)C2=O)c1 (centres undefined)	-2	1	-3	1	9	6	1	i	-4	27
Cc1cc2nsnc2c(S(=O)(=O)N2CCN(C)CC2)c1C	1	0	-5	14	-1	1	-2	/	1	20
CCN(CC)c1ccc(NC(=O)CSc2nc(C3CC3)nc3ccccc23)cc1C	5	0	12	15	-4	-3	-4	i	5	31
NC(=O)C1(N2CCCCC2)CCN(C(=S)Nc2ccc(F)cc2)CC1	0	-2	13	-17	-1	1	-4	i	3	7
NC(=O)Cc1c[nH]c2cccc(O)c12	-1	-3	-6	14	7	0	-1	i	5	19
Cc1ccc(C)c(NC(=O)C2CCCN(S(=O)(=O)c3c(C)nn(C)c3C)C2)c1 (centres undefined)	-1	1	11	12	-8	-1	0	i	-4	/
Cc1ccccc1-n1ncc2c1CC(C)(C)CC2NC(=O)CSc1ccncc1 (centres undefined)	1	2	0	26	-2	0	5	i	-3	30
CCCN(C(=O)CSCc1ccc(Cl)cc1)c1c(N)n(Cc2ccccc2)c(=O)[nH]c1=O	5	2	6	12	/	-2	/	i	4	5
Cc1ccc(C)c(NC(=S)N(CCc2nc3cc(C)c(C)cc3[nH]2)Cc2cccnc2)c1	-1	10	2	17	6	-1	0	i	10	12
CC(=NCC1CCCO1)c1c(O)[nH]c(=O)[nH]c1=O (centres undefined)	-5	3	-4	-10	15	0	1	i	-1	11
Cc1ccc(NC(=O)CC2C(=O)N(Cc3ccccc3)C(=S)N2NC(=O)c2ccccc2)c(C)c1 (centres undefined)	2	2	1	8	2	-1	-1	i	7	20
Cc1ccc(C)n1-c1ccc(C(=O)N2CCC(C(N)=O)CC2)cc1	/	0	2	-15	/	/	3	i	-6	17
COc1ccccc1NC(CC(=O)c1ccccc1)C(=O)OCC(=O)c1ccc(F)cc1 (centres undefined)	-1	-1	19	-17	3	0	7	i	-15	37
Cc1cc(=O)n2[nH]c(SCc3ccc(Cl)cc3)nc2n1	3	3	-13	14	-3	0	3	i	-1	17
Cc1ccc(-n2nnnc2SCc2nnc(-c3ccccc3Br)o2)cc1	1	-1	-3	2	-2	-2	6	i	10	29
Cc1ccccc1C(=O)NC(CC(C)C)C(=O)Nc1cccc(S(=O)(=O)N(C)C)c1 (centres undefined)	-5	-1	6	-8	5	1	2	i	-6	9
COc1ccc(N2CCN(CCNC(=O)c3nnc(Cc4c(F)cccc4Cl)o3)CC2)cc1	-11	-32	1	-4	2	-2	-1	i	3	7
COc1ccccc1N(C)C(=O)c1cc(S(=O)(=O)N2CCCC2)cn1C	-3	2	28	5	1	0	-4	i	-2	33
CC1CN(C(=O)CCC(=O)NC(C)c2ccccc2)c2cc(Cl)ccc2O1 (centres undefined)	-1	3	1	12	5	0	-1	/	0	30
CC(C)(CCC(=S)N1CCOCC1)C1CCCCC1	4	/	1	-5	-2	-1	2	/	14	/
Cn1c(=S)[nH]c2cccnc21	6	-2	19	-17	5	-2	2	i	-3	19
CCOC(=O)c1sc(=S)n(Cc2ccccc2)c1N	7	0	-1	4	23	1	4	i	2	-86*
CSCc1cc(N(C)C)nc(SCc2ccc(Cl)c(Cl)c2)n1	3	6	3	4	12	8	1	i	15	2
OC(CNCc1ccccc1)c1ccccc1 (centres undefined)	-2	4	-35	6	12	1	-2	i	4	26

2 compounds picked at random from the list so far, as already listed:
SMILES	HDAC3 inh	GSK3beta inhib	Platelet DG rel	HSF-1 act	DYRK1A inh	GSK3 alpha inh	HSP90 inh	PolyA inhibitor	HSF1 inhib	AI-2 QS modul
Cn1c(=S)[nH]c2cccnc21	6	-2	19	-17	5	-2	2	i	-3	19
COc1ccc(N2CCN(CCNC(=O)c3nnc(Cc4c(F)cccc4Cl)o3)CC2)cc1	-11	-32	1	-4	2	-2	-1	i	3	7

(list continues)
SMILES	HDAC3 inh	GSK3beta inhib	Platelet DG rel	HSF-1 act	DYRK1A inh	GSK3 alpha inh	HSP90 inh	PolyA inhibitor	HSF1 inhib	AI-2 QS modul
CC(C)CNC(=O)c1ccc(NC(=O)c2ccccc2[N+](=O)[O-])cc1	10	-1	9	-18	-3	-4	-2	i	1	-5
CCO[C@H]1OC(C(=O)NCc2nc3ccccc3[nH]2)=C[C@@H](c2ccc(Br)cc2)[C@@H]1CCCO	-8	1	-1	-11	-2	-1	/	i	0	20
Cc1[nH]c2ccc(OC(=O)N3CCOCC3)cc2c1C(=O)OC(C)C	-3	1	-2	12	0	0	6	i	-4	3
Cc1nc(N2CCN(Cc3ccc(Cl)cc3)CC2)c2oc3ccccc3c2n1	2	-2	1	40	-16	-2	3	i	9	8
CC1(C)CC(=O)C2=C(C1)N=c1s/c(=C/c3ccc(F)c(F)c3)c(=O)n1C2c1ccc(F)cc1 (centres undefined)	-7	2	6	-28	0	0	3	i	-9	-4
CC(=O)C1=C(C)NC(SCC(=O)c2ccc(C)cc2)=C(C#N)C1c1ccco1 (centres undefined)	6	0	4	15	/	-3	3	i	9	-6
N=C1S/C(=C\c2ccco2)C(=O)N1c1ccc2c(c1)OCO2	10	0	0	32	12	2	-3	i	13	11
Cc1ccsc1/C=N/NC(=S)NCCc1ccccc1	-1	1	-2	6	/	3	0	i	-7	3
c1ccc2c(c1)nnn2CNc1nccs1	4	5	-2	5	-4	-1	-2	i	12	3
O=C(Nc1ccncc1)Nc1cccc(C(F)(F)F)c1	12	3	-2	-15	2	0	1	i	-3	15
Cc1cccc(Nc2nc(NCc3ccco3)c3ccccc3n2)c1	-8	0	2	-8	3	4	-3	i	-4	23
Cn1c2ccccc2c(=O)n2c(=O)c3ccccc3cc12	-2	-8	15	5	/	-3	19*	i	-2	1

The last two entries of the section above lead into the next:
SMILES	HDAC3 inh	GSK3beta inhib	Platelet DG rel	HSF-1 act	DYRK1A inh	GSK3 alpha inh	HSP90 inh	PolyA inhibitor	HSF1 inhib	AI-2 QS modul
Cc1cccc(Nc2nc(NCc3ccco3)c3ccccc3n2)c1	-8	0	2	-8	3	4	-3	i	-4	23
Cn1c2ccccc2c(=O)n2c(=O)c3ccccc3cc12	-2	-8	15	5	/	-3	19*	i	-2	1
CCOc1ccc(OCC(=O)Nc2nccs2)cc1	-1	-9	69*	2	27	16	54*	i	-11	-26
Cc1cccc(N(CC(=O)NC(C)(C)C)C(=O)CNC(=O)c2cccs2)c1	2	0	-2	7	-1	-1	3	i	1	5
COC(=O)C1=NN(C(=O)c2ccc(C)cc2)C(O)(c2ccc(Cl)cc2)C1 (centres undefined)	2	2	7	147*	/	1	0	i	120	27
COc1cccc(C(=O)N2CCCC(c3nc(-c4cccs4)no3)C2)c1 (centres undefined)	3	1	14	11	-3	-2	3	i	3	4
O=C(CCc1nnc(COc2ccccc2)o1)NC1(c2ccccc2)CC1	-3	1	8	/	7	4	1	i	/	12
COC(=O)Nc1ccc2c(c1)N(C(=O)CCN(C)C)c1ccccc1CC2	-5	-1	7	34	0	2	-2	i	5	-2
CC(=O)c1cc(C#N)c(SCc2ccccn2)nc1C	-9	1	-2	-1	4	-3	1	i	5	-14
CCOC(=O)c1ccc2c(c1)nc(SCc1cn3ccsc3n1)n2CC	?	1	-1	8	-7	0	0	i	8	7
COC(=O)CCCC1=CC2=CC(=O)C(C)(OC(=O)c3ccc(Cl)nc3)C(=O)C2=CO1 (centres undefined)	6	-2	0	-8	/	-1	/	i	-1	23
CN1CCN(/N=C/c2nc(-c3cccc([N+](=O)[O-])c3)n3ccccc23)CC1	6	-7	-2	8	-3	4	1	i	-9	14
CCOC(=O)Nc1ccc2c(COC(=O)c3ccccc3O)cc(=O)oc2c1	-26	0	-3	23	8	-1	0	i	8	17
CCCOC(=O)c1ccc(NC(=O)CCC(=O)OCC)cc1	-3	2	1	3	-14	/	4	i	-5	30

Records listed so far marked active in AI-2 QS modul:
SMILES	HDAC3 inh	GSK3beta inhib	Platelet DG rel	HSF-1 act	DYRK1A inh	GSK3 alpha inh	HSP90 inh	PolyA inhibitor	HSF1 inhib	AI-2 QS modul
CCOC(=O)c1sc(=S)n(Cc2ccccc2)c1N	7	0	-1	4	23	1	4	i	2	-86*

Going on with the list.
SMILES	HDAC3 inh	GSK3beta inhib	Platelet DG rel	HSF-1 act	DYRK1A inh	GSK3 alpha inh	HSP90 inh	PolyA inhibitor	HSF1 inhib	AI-2 QS modul
CCCCNC(=S)N(C)/N=C/c1c(F)c(F)c(F)c(F)c1F	1	-2	9	2	-3	-1	-1	i	-5	6
COc1ccc(NC(=O)c2cc3c(Cl)nc4ccccc4c3s2)c(OC)c1	-11	2	-11	18	-1	-3	-2	i	21	24
COc1cc2c(cc1NC(=O)C(C)OC(=O)/C=C/c1ccc(OC(F)F)cc1)oc1ccccc12 (centres undefined)	-2	1	-2	13	-5	-1	2	i	7	27
CN(Cc1cn[nH]c1-c1ccc2c(c1)OCO2)C1CCOCC1	-3	-2	-2	-1	-3	-1	6	i	-2	9
C=C(C)C(=O)Nc1cccc(C(C)=O)c1	-1	-5	/	12	2	4	1	i	-6	17
CN(C)C(CNC(=O)c1ccc(NC(=O)CC#N)cc1)c1ccccc1 (centres undefined)	7	-1	-49	4	/	-1	3	i	-1	25
CNC(=S)N(CCc1c(C)[nH]c2ccc(OC)cc12)Cc1ccco1	-5	0	-4	-40	12	0	7	i	-26	20
O=C(Nc1nnc(-c2ccc(F)cc2)s1)c1c(F)cccc1Cl	0	1	32	-5	0	-1	-2	i	-1	1
COc1ccc(Nc2nc(Cl)nc(NCCO)n2)cc1	0	-3	1	2	-1	0	2	i	-5	21
COc1ccccc1C(C(=O)NC1CCCC1)N(C(=O)c1csnn1)C1CC1 (centres undefined)	-3	1	-5	17	-7	4	-2	i	12	24
C/C(Cn1nnc([N+](=O)[O-])n1)=N\NC(=O)c1cccc(Cl)c1	-4	-2	5	37	6	-2	0	i	-1	25
Cc1c(C)n(C(=O)CSc2nncn2C)c2ccccc12	-3	1	10	-15	-1	-2	-1	i	-5	3
O=C(NNC1=Nc2ccccc2SC1)c1ccccc1F	2	2	-6	4	0	-2	2	i	4	16
CC1CCCCN1CCCNC(=O)CN1C(=O)CSc2ccc(S(=O)(=O)N3CCOCC3)cc21 (centres undefined)	-10	4	7	-8	-4	-2	-4	i	3	27
COC(=O)c1c(F)c(F)c(N2CCOCC2)c(F)c1F	-8	-3	-2	13	-3	-1	-4	i	1	-5
COc1ccc(C(=O)N(Cc2cccs2)C2CCS(=O)(=O)C2)cc1 (centres undefined)	2	0	1	0	3	1	-1	i	-4	24
COc1ccc(Cl)cc1S(=O)(=O)n1ccnc1C(C)C	2	0	19	7	-4	-2	-3	i	1	8
